# From PubChem BioAssay
# Pf Dd2 inh = blocks in vitro growth of P. falciparum Dd2; P. falciparum Dd2 growth, SYBR Green, 72 h; actives 4.3% (n = 120,000); AID 1347417; Potency, µM (highest dose often 28.9 µM), for the others: top-dose activity, negative = inhibition, most hits filed as inhibitors; active means well fitted inhibition curve with a large enough effect; inconclusive means small, poorly fitted or top-dose-only effect; inactive means no such curve, though single readings can be large or run the other way;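 further: plate controls were DMSO vehicle for no effect and reference drug for full effect; nearly all actives have a fitted effect of over 65% in size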
#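 Readout: SYBR Green fluorescence, 485 nm excitation, 535 nm emission, after ~16 h lysis at 37C. Before that, Dd2-infected red cells (2.5% hematocrit) grew 72 h with compound, 29 uM top final concentration.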
# An asterisk follows results filed as active; i = inactive; ? = inconclusive; [ ] = dose if it differs, or a comment. Potency means the concentration at half of the fitted maximal effect. A portion of the library, so the mix of outcomes need not match the whole.
SMILES,Pf Dd2 inh
O=C(NCc1ccc(Cl)cc1)c1cc2cccc3c2n1CCS3,i
COc1ccc(CCNC(=O)c2ccc3[nH]c(C)c(C)c3c2)cc1OC,i
CCNC(=O)CCSc1nnc(-c2ccc(O)cc2)o1,-1.8%
O=C1Nc2ccccc2C2(CCN(C(=O)OCc3ccccc3)C2)O1 (stereo not drawn),?
Cc1cc(C)cc(NC(=O)c2sc3nc(-c4ccccc4)cn3c2C)c1,6.6%
O=C1CCN(S(=O)(=O)c2ccccc2)CCCN(Cc2cn[nH]c2-c2ccc(F)cc2)CCN1,?
CNc1nccc(N2CCC(CC(=O)N(C)CCCc3c(C)nn(C)c3C)CC2)n1,?
COc1ccccc1CNC(=O)C[C@@H]1CCNC[C@@H]1Cc1cc(CSc2ccccc2)on1,-17.1%
CNC(=O)[C@@H]1CN(C(=O)c2ccn(C)n2)C[C@H]1COC,15.2%
Oc1ccc(-c2nc(C3CC3)nc3c2CCN(Cc2ccc(C(F)(F)F)cc2)CC3)cc1,?
CC(=O)c1cccc(NC(=O)c2ccc(Cl)c(S(=O)(=O)N3CCOCC3)c2)c1,?
COc1cc(-c2onc(C)c2C(=O)NCCc2ccc(F)cc2)cc(OC)c1OC,i

# Reprinted from the part before: 3 compounds; new compounds follow.
SMILES,Pf Dd2 inh
Oc1ccc(-c2nc(C3CC3)nc3c2CCN(Cc2ccc(C(F)(F)F)cc2)CC3)cc1,?
CC(=O)c1cccc(NC(=O)c2ccc(Cl)c(S(=O)(=O)N3CCOCC3)c2)c1,?
COc1cc(-c2onc(C)c2C(=O)NCCc2ccc(F)cc2)cc(OC)c1OC,i
CCCCNC(=O)N1CC(C(=O)NCc2ccco2)CC(c2ccc(F)c(C)c2)C1 (stereo not drawn),i
CCc1ccc(Sc2cc(C(=O)NCc3cccc(OC)c3)c3ccccc3n2)cc1,?
CCc1noc(-c2cn(C3CCN(C(=O)COc4ccc(F)cc4)C3)nn2)n1 (stereo not drawn),i
COc1cccc(COC(=O)c2ccc(-c3nnn(Cc4ccccc4)n3)cc2)c1,10.9%
CS(=O)(=O)N[C@H]1C[C@H]2C(=O)Nc3ccc(-c4ccc5c(c4)OCO5)cc3C(=O)N2C1,i
O=C1[C@@H]2C[C@@H](O)CN2C2(CN(Cc3ccc(C(F)(F)F)cc3)C2)C(=O)N1Cc1ccccc1F,i
Cc1ccc(C)c(NC(=O)N2CCc3cc(S(=O)(=O)N4CCC(C)CC4)ccc32)c1,-9.3%
Cc1ccc(CNC(=O)Cn2c3ncccc3c(=O)n2-c2ccccc2)cc1,39.0%[activator]
Cc1ccccc1NC(=O)N1CCC(N(CCC(C)C)C2CCOCC2)CC1,i
O=C(c1cc(S(=O)(=O)N2CCCC2)c[nH]1)N1CCN(c2cccc(Cl)c2)CC1,0.6%
C[C@@H]1CN(C(=O)c2ccc(Cn3cnnn3)cc2)CC[C@@]1(O)C1CCOCC1,-7.4%
CCCN1C(CC(C)C)=NS(=O)(=O)c2cc(NC(=O)C(C)C)ccc21,?
COc1ccc(NC(=O)N2CC(Oc3ccc(-c4nc(-c5ccccc5)no4)cc3)C2)cc1,-1.2%[5.79 µM]
Cc1cccc(C2NC(=O)c3c(sc4c3CCN(C)C4)N2)c1O (stereo not drawn),?
COc1ccc(C(=O)N2CCC3(CC2)NC(=O)N(c2ccccc2)N3)cc1F,?
Cc1ccc(/C=C/C(=O)Nc2nc(-c3cccs3)ns2)cc1,-21.8%
CC1(c2ccccc2)N(Cc2cccnc2)C(=O)OC12CCN(Cc1ccccc1Cl)CC2 (stereo not drawn),-9.4%
COc1ccccc1CCC(=O)N[C@@H]1CN(c2ccncn2)C[C@H]1CO,14.8%
Cc1ccc(-n2ncc(C(=O)N3CCN(C4CCCCC4)CC3)c2C2CCN(C(=O)OC(C)(C)C)CC2)cc1,?
COc1ccc(-c2noc(CSc3nc4ccc(C)cc4[nH]3)n2)cc1,-7.7%
O=C1CO[C@H]2CN(c3ncccn3)C[C@H]2N1Cc1ccccc1,-17.4%[44.1 µM]
O=C(CCCCCn1c(=O)[nH]c2ccccc2c1=O)N1CCN(c2ccc(Cl)cc2)CC1,i
COC[C@@H]1CN(C(=O)c2ccccn2)C[C@H]1c1ccccn1,14.1%
COc1ccc(NC(=O)CCNS(=O)(=O)c2cccc3nonc23)cc1,32.1%[activator]
CC1CCC2(CC1)NC(=O)N(CC(=O)NCc1ccc(F)cc1)C2=O (stereo not drawn),i
CNC(=O)N1CCC(C2CCN(C(=O)Cc3ccccc3)C2)CC1 (stereo not drawn),4.2%
Cn1nc(-c2nc(C3CCOC3)no2)cc1-c1ccccc1 (stereo not drawn),16.5%
Cc1[nH]c2c(c1C(=O)N1CCCC(CCc3ccc(F)cc3)C1)C(=O)CCC2 (stereo not drawn),i
CN(CCC(O)c1ccccc1)Cc1cn(-c2ccccc2)nn1 (stereo not drawn),8.91µM*
COC(=O)[C@@H](C)NC(=O)[C@H]1CN(C(=O)c2cccnc2)CCN1S(=O)(=O)c1ccccc1,-7.0%
COc1cccc(CNC(=O)CN2C(=O)COc3ccc(S(=O)(=O)Nc4ccccc4)cc32)c1,-18.7%
CC(C)CCNC(=O)c1cnc2n1CCN(Cc1ccc3c(c1)CCO3)CC2,?
CCCN(Cc1cccs1)C(=O)Nc1ccc(Br)cc1F,i
CCOc1ccccc1NC(=O)c1nnn(CC(=O)Nc2ccccc2CC)c1N,-1.2%
O=C(c1ccc2cc[nH]c2c1)N1CCCN(c2cc(-c3ccc(F)cc3)[nH]n2)CC1,-5.0%
O=C1CC(c2noc(-c3cccc(F)c3)n2)CN1c1ccc(F)c(Cl)c1 (stereo not drawn),74.4%[activator]

# Given field by field: entries from further up.
CCc1ccc(Sc2cc(C(=O)NCc3cccc(OC)c3)c3ccccc3n2)cc1
  Pf Dd2 inh: ?

CCc1noc(-c2cn(C3CCN(C(=O)COc4ccc(F)cc4)C3)nn2)n1 (stereo not drawn)
  Pf Dd2 inh: i

COc1cccc(COC(=O)c2ccc(-c3nnn(Cc4ccccc4)n3)cc2)c1
  Pf Dd2 inh: 10.9%

CS(=O)(=O)N[C@H]1C[C@H]2C(=O)Nc3ccc(-c4ccc5c(c4)OCO5)cc3C(=O)N2C1
  Pf Dd2 inh: i

# (next part)
SMILES,Pf Dd2 inh
Cc1ccc(CC(=O)N2CCC3(C2)C(=O)N(C)c2ccccc23)cc1 (stereo not drawn),i
CN(Cc1ccc(C#N)cc1)Cc1cccc2cnccc12,?
O=C(Cn1nc2n(c1=O)CCCC2)NCCC1=CCCCC1,i
CCN(C(=O)Cn1c(=O)oc2cc(S(=O)(=O)N3CCCCCC3)ccc21)c1cccc(C)c1,31.4%
Cn1c(CN(CCN2CCCCC2)CC2CCCN(C3CCCC3)C2)nc2ccccc21 (stereo not drawn),?
Cc1ccc(NC(=O)N2CCC[C@H]2C(=O)N2CCCCCCNC(=O)CC2)cc1C,6.4%
COc1ccc(-c2[nH]nc3nc(-c4cc(OC)c(OC)c(OC)c4)cc(C(=O)O)c23)cc1,-15.0%
CCOc1ccccc1CNC(=O)c1c(C)oc2ncnc(N3CCOCC3)c12,15.1%
Cc1cc(C(=O)N2CCC3(CC2)CC(C(=O)N2CCOCC2)N(C)C3)nn1C (stereo not drawn),24.7%
Cc1cc(C)cc(NS(=O)(=O)c2ccc3[nH]cc(C(=O)NCc4ccccc4Cl)c(=O)c3c2)c1,69.2%[activator]
CCN(Cc1ccccc1)C(=O)CN1C(=O)COc2ccc(S(=O)(=O)NC3CCCC3)cc21,22.1%
O=C(Nc1ccc(OC(F)(F)F)cc1)C1CCCN(S(=O)(=O)c2ccc(Br)s2)C1 (stereo not drawn),?
CN(C)[C@@H](Cc1ccccc1)C(=O)N1CCC(N2CCC(O)CC2)CC1,-4.0%
Cc1noc(C)c1C(=O)N1CCCC(c2nnc3n2CCNC3)C1 (stereo not drawn),35.9%[activator]
CCCNC(=O)c1ccc2c(c1)nc(C)n2-c1cccc(C)c1,-25.8%
O=C(O)C[C@@H]1CCN(C(=O)Nc2ccc(C(F)(F)F)cc2)C[C@@H]1CCN1C[C@@H]2C[C@H](C1)c1cccc(=O)n1C2,i
Cc1nc([C@@H]2CN(C(=O)c3nccc4ccccc34)C[C@H]2C(N)=O)n[nH]1,?
C#CCN(C)Cc1nc(C2(O)CCN(C)CC2)cs1,1.5%[44.1 µM]
COc1cccc(CC(=O)N2CCCCCNC(=O)[C@@H]3CCCC[C@@H]32)c1,-22.6%
O=C(Nc1cc(Cl)ccc1Cl)c1cc(S(=O)(=O)NCCc2ccccc2)ccc1F,-9.6%
O=C1CCCCC(C(=O)NCc2ccc(Cl)cc2)N1 (stereo not drawn),11.3%
O=C(c1cccs1)N1CC[C@H](c2nnc(-c3ccc(Cl)cc3)o2)C1,-15.0%[44.1 µM]
O=C1NC[C@@H](CCC(=O)N2CCc3ccccc32)N2C[C@@H](NCc3ccc(CO)o3)C[C@@H]12,-29.4%
COc1ccc(NC(=O)CCc2nc3c(C)nn(-c4ccc(C)cc4)c3n(C)c2=O)c(OC)c1,87.9%[activator][5.79 µM]
CCC(C)c1ccc2oc(-c3ccc(NC(=O)c4cc5ccccc5o4)cc3)nc2c1 (stereo not drawn),24.0%
COCc1ccc2c(c1)c(OC(C)(C)C(=O)N1CCN(CCO)CC1)nn2Cc1ccccc1,?
Cc1c(Cl)cccc1NC(=O)Cn1cc2c(n1)CCCC2,1.9%
O=C(Nc1ccccc1F)C(Cc1ccccc1)n1cccc1 (stereo not drawn),4.7%
COc1ccc(-n2cc(C(=O)NCc3ccc(Cl)cc3)c3ccccc3c2=O)cc1,-15.2%
CC(=O)N1CCN(Cc2ccc(F)c(C(F)(F)F)c2)CC(O)C1 (stereo not drawn),-18.4%
C#CCNC(=O)[C@@H]1Cc2cn(Cc3cc(C)on3)c3cccc(c23)[C@H](CC(C)C)N1,?
Cc1cn2nc(C(=O)N3CCN(C(=O)c4ccc(C)s4)CC3)cc2c(=O)[nH]1,?
Cc1c(C(C)NC(=O)CCN2CCCCCC2=O)cnn1-c1cccc(F)c1 (stereo not drawn),-8.0%
O=C(c1ccc(N2CCOCC2)nc1)N1CCCC(c2ccccc2)CC1 (stereo not drawn),-1.8%
Cc1cc(OCC(=O)c2ccc3c(c2)N(CCCC(=O)NCC2CC2)C(=O)CO3)ccc1Cl,i
COc1ccc2c(c1)CC(C(=O)NCCCN1CCN(c3ccc(F)cc3)CC1)CO2 (stereo not drawn),?
Cc1ccc(C(=O)NCC(c2cccs2)S(=O)(=O)c2cccs2)cc1 (stereo not drawn),-26.8%
Cc1nc2c(c(C)c1CCC(=O)NCc1ccc(Cl)cc1)c(=O)n(C)c(=O)n2C,14.1%
CCC(Sc1nc2c(sc3ccccc32)c(=O)n1CCCC(=O)NC1CCCC1)C(=O)Nc1cccc(OC)c1 (stereo not drawn),i
O=C(Cc1ccc2c(c1)OCO2)N1CCOCC2(CN(Cc3ccccc3)C2)C1,?
COc1cccc(NC(=O)c2ccnc(-c3nnc4ccc(N5CCN(C)CC5)nn34)c2)c1,-18.9%
O=C1c2c(nc(CNc3cccc(F)c3)n2Cc2ccccc2)NCCN1CCN1CCOCC1,i
CCOCC(=O)NC1CCN(c2cnn(CC)c(=O)c2)CC1,11.2%
CCC1CN(C(=O)N2CCC(C(=O)NCc3ccc(C)o3)CC2)c2ccccc2O1 (stereo not drawn),-3.8%
COc1ccc(-c2ccc3nnc(CNC(=O)c4ccc(C)c(C)c4)n3n2)cc1,-22.5%
O=C(CC[C@H]1NC(=O)c2ccccc2NC1=O)NC1CCN(Cc2ccc(F)cc2)CC1,-13.4%
Cc1noc(-c2ccn3c(CNC(=O)c4cccc(Cl)c4)nnc3c2)n1,i
CN1CCc2c([nH]c3ccccc23)C12CCN(C(=O)c1ccc3ccccc3n1)CC2,?
CN1C[C@H](O)C[C@H]1c1nnc2n1CCN(C(=O)c1ccsc1)CC2,25.1%
CCN(CC)C(=O)[C@@H]1C[C@@H](n2cc(Cn3c(C)nc4ccccc43)nn2)CN1,-15.6%
COc1cccc2c1cc1c(=O)n(CC(=O)N3CCN(c4cccc(Cl)c4)CC3)nc(C)n12,-2.6%
CCc1cc(C(=O)N2CCC3(CCC(=O)N(CCc4cnc[nH]4)C3)CC2)cs1,?
CN(C)C(=O)N1CCc2nc(-c3ccc(Cl)cc3)nc(-c3ccccc3)c2C1,?
Cc1cccc(CN2CCc3c(n(Cc4cccnc4)n(CCc4ccccc4)c3=O)C2)n1,-20.7%
Cc1cccc(N(CC(=O)NCCSCc2cccc(Cl)c2)S(=O)(=O)c2ccccc2)c1C,-20.9%
Cc1nc(-c2ccc(C(C)N3CCCCC3)cc2)c(C#N)cc1C(=O)O (stereo not drawn),?
O=C(O)CCC(=O)N1Cc2ccccc2CC2(CCCN2Cc2cccnc2)C1 (stereo not drawn),-7.2%
CCN1C(=O)CCC2(C(=O)NCc3c(C)n[nH]c3C)CCCC=C12 (stereo not drawn),9.0%
CNS(=O)(=O)c1ccc(OC)c(-c2nnc3c4ccccc4c(C)nn23)c1,-22.8%
COc1ccc(CNC(=O)CN(C)S(=O)(=O)c2ccc3nc(C)sc3c2)cc1,6.9%
# Remaining list, next part:
SMILES,Pf Dd2 inh
CC1CCC(NC(=O)c2ccc(CN3C(=O)NC4(CCS(=O)(=O)CC4)C3=O)cc2)CC1 (stereo not drawn),-36.3%
Cc1ccc(C(=O)N2CCN(c3cc(C(F)(F)F)nc(C)n3)CC2)cc1,-8.3%
COc1cccc(-c2cc(-c3ccncc3)c3cncn3c2)c1OC,10µM*
O=c1[nH]c(C2CCCN([S+](=O)([O-])c3cccc(C(F)(F)F)c3)C2)nn1-c1cccc(Cl)c1 (stereo not drawn),i
CCC(=O)N1CCc2cc(Br)cc(S(=O)(=O)NCc3cccc(OC)c3)c21,-8.2%
